Rac1 act GTP bind – GTP binding modulators of activated mutant Rac1, primary screen, biochemical, bead-based flow cytometry, multiplex, fluorescent GTP | GST-Rac1 activated beads; actives lie on both sides; 100% means binding = to untreated wells | percent activity (GTP binding), % at 10 µM | 190,000 tested, 0.11% active | Ras-related C3 botulinum toxin substrate 1 (Homo sapiens), P63000;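 active = GTP binding at least 20 percentage points away from the 100% baseline, in either direction, so actives lie on both sides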
Rab7 wt modul – modulators of GTP binding to Rab7, primary screen, biochemical, wildtype, multiplex bead flow cytometry; Rab7 GTPase wild type (dog), Bodipy-FL-GTP binding; GST-Rab7 beads, fluorescent GTP binding; actives lie on both sides; untreated = 100%, excess cold GTP = 0%; GTP binding activity (percent of control), % at 10 µM; 190,000 tested, 0.055% active;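 active = fluorescent GTP binding to Rab7 beads changed by at least 20 points from the 100% baseline, either direction, mostly lower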;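 note: median green fluorescence of bound Bodipy-FL-GTP per Rab7 bead population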
HRas wt GTP bind – modulators of GTP binding to HRas wildtype, primary screen, biochemical, bead-based flow cytometry, multiplex; GTPase HRas (Homo sapiens), P01112; GST-Ras wt beads, Bodipy-FL-GTP binding; actives lie on both sides; GTP binding activity, % at 10 µM; 190,000 tested, 0.14% active;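 active = GTP binding activity at least 20% away from the 100% baseline, either lowered as inhibitor or raised as activator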;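 note: 0% = unlabeled GTP competition control and 100% = no-compound control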
Rab2 wt GTP – modulators of GTP binding to Rab2A wildtype, primary screen, biochemical, dog, bead-based flow cytometry, multiplex. GST-Rab2 wt beads, Bodipy-GTP binding. GTP binding activity, % at 10 µM. 190,000 tested, 0.19% active. AID 760, 2007;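 active = GTP binding activity at least 20 points away from 100%, either lowered or raised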;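 note: 0% = beads with excess unlabeled GTP and 100% = no-compound control corrected for plate trend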
ABCB1 inh – ABCB1 efflux pump inhibitors, primary screen, cell-based, multiplex, flow cytometry, ABCG2 counter-screen; ATP-dependent translocase ABCB1 (Homo sapiens), P08183; CCRF-Adr cells, JC-1 efflux; inhibition, % at 6.6 µM; 190,000 tested, 0.067% active; AID 1326, 2008; in the data active = inhibition above about 40%;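 note: 0% = vehicle and 100% = reference inhibitor; higher value means more JC-1 retained so stronger ABCB1 efflux block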
Target sequence (P08183 whole entry, looked up): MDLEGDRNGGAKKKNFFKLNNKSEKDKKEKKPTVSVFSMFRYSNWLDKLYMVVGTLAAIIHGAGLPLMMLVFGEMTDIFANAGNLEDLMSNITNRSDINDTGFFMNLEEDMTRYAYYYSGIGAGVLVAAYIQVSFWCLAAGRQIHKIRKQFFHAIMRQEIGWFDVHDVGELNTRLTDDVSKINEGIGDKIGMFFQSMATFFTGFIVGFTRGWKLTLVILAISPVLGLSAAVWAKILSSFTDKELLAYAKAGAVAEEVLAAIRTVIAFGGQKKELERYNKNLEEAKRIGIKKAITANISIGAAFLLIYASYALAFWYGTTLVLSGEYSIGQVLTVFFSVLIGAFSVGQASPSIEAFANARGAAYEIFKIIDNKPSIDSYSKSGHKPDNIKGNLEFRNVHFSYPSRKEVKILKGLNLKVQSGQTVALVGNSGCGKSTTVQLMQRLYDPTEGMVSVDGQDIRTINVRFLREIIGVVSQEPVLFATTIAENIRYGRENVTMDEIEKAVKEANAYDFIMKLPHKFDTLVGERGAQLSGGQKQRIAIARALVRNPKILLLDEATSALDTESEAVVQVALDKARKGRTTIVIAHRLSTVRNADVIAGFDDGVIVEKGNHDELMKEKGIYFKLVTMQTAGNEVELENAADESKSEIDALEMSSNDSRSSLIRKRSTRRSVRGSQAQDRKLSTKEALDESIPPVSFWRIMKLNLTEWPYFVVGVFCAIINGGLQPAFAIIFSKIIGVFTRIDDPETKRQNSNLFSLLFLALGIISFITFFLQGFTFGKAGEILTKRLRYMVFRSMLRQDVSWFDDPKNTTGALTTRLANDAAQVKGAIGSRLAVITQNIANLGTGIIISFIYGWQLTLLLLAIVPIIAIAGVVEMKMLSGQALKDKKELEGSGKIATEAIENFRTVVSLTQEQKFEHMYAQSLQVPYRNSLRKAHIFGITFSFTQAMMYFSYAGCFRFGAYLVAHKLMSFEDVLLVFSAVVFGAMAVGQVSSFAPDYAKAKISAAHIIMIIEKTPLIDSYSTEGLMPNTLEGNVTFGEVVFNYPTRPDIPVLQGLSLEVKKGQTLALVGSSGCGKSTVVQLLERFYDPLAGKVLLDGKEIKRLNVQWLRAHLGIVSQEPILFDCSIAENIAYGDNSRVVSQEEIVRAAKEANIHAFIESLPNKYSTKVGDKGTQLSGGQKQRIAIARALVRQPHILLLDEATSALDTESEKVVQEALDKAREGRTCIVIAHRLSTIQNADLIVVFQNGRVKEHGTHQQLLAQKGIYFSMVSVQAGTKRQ
GSH bead fluor – compound fluorescence on glutathione beads, profiling panel, artefact control, biophysical, 488/530 nm, flow cytometry | fluorescence (KMESF) at 10 µM | 190,000 tested, 0.25% active | GSH beads flow cytometry, compound fluorescence 488/530 nm; hits give high values; in the data active = fluorescence above about 89;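 note: glutathione beads carrying GST-tagged Bcl family fusion proteins plus one bare bead set; values are compound well signal with DMSO vehicle wells as background; inactives centre near 16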
ABCG2 inh – ABCG2 efflux pump inhibitors, primary screen, multiplex with ABCB1, IgMXP3 cells, flow cytometry | Broad substrate specificity ATP-binding cassette transporter ABCG2 (Homo sapiens), Q9UNQ0 | JC-1 efflux | inhibition, % at 6.6 µM | 190,000 tested, 0.1% active | AID 1325, 2008;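 active = inhibition above 80%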;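 note: 0% = DMSO and 100% = nicardipine control wells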
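Test system: IgMXP3 cells (ABCG2) mixed with DDAO far-red-labelled CCRF-Adr cells (ABCB1). Reagent: JC-1 transporter substrate. Compound dosing: single test compound dose, 6.6 µM final. Times: 10 min compound exposure, 25 °C. Detection: flow cytometry of retained JC-1 fluorescence. Read-out basis: efflux inhibition in percent versus controls. Controls: nicardipine and DMSO wells.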
Rac1 wt GTP bind – wildtype Rac1 GTP binding modulators, primary screen, biochemical, GST-Rac1 beads, flow cytometry, multiplex | GTP binding activity (% of control), % at 10 µM | fluorescent GTP binding; actives lie on both sides; 0 = cold GTP competed, 100 = untreated | Ras-related C3 botulinum toxin substrate 1 (Homo sapiens), P63000 | AID 757, 2007 | 190,000 tested, 0.27% active;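 active = GTP binding activity at least 20 points away from the 100% control level, either lower or higher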
Avidin bead fluor – green autofluorescence of compounds with avidin beads – biophysical, 488/530 nm, flow cytometry, artefact control, profiling panel | AID 1775, 2009 | fluorescence (KMESF) at 10 µM | compound fluorescence 488/530 nm; hits give high values | 220,000 tested, 0.38% active; in the data active = fluorescence above about 47; note: inactives centre near 10
Cdc42 wt GTP – modulators of GTP binding to wildtype Cdc42, primary screen, biochemical, multiplex bead flow cytometry, Bodipy-GTP. percent activity (GTP binding), % at 10 µM. 190,000 tested, 0.2% active. Cell division control protein 42 homolog (Homo sapiens), P60953. GST-Cdc42 beads; actives lie on both sides;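 active = percent activity GTP binding at least 20 points away from the 100% baseline, either down as inhibitor or up as activator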;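 note: median bead fluorescence of bound Bodipy-FL-GTP at 100 nM; 0% = excess unlabeled GTP control and 100% = no compound control; below 100% means less GTP binding so inhibitor and above means activator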
Pf gametocyte – late stage P. falciparum gametocyte viability inhibitors, primary screen, ATP luminescence, HTS; P. falciparum stage V gametocytes, 24 h; inhibition, % at 10.9 µM; 150,000 tested, 0.065% active; AID 743093, 2013;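 active = inhibition above the mean plus 3 SD of compounds within the control limits, set per campaign, cut at about 38% in these data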;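 note: 0% = DMSO wells and 100% = medium only without gametocytes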
* marks the source's active call; other numbers are inactive results; nt = no result given; & = joins results of further samples.

SMILES	Rac1 act GTP bind	Rab7 wt modul	HRas wt GTP bind	Rab2 wt GTP	ABCB1 inh	GSH bead fluor	ABCG2 inh	Rac1 wt GTP bind	Avidin bead fluor	Cdc42 wt GTP	Pf gametocyte
CC(=O)Nc1nnc(COc2ccc(Cl)cc2)s1	98	95	99	98	0.9	18	3	100	8	97	-22
COc1ccc(-c2c3c(=O)n(C)c(=O)n(C)c3cn2-c2cccc(OC)c2)cc1	99	98	100	99	1.1	22	6	100	18	102	17
CCOc1ccc(OCC)c(-c2c(=O)n(OCc3ccc(C(C)(C)C)cc3)c3ccccc3[n+]2[O-])c1	100	102	105	104	2.2	10	7	109	21	106	nt
Cc1ccccc1CC1(CO)CCCN(C(=O)c2cccc(Cl)c2)C1 (stereo not drawn)	96	95	96	97	0.9	9	2	98	10	98	-14
CCOC(=O)C1(CC/C(C)=N\NC(N)=O)CC(C)OC1=O (stereo not drawn)	98	98	103	101	0.5	10	1	106	4	99	5
CCN(C(=O)c1cccc(Br)c1)c1ccccc1	101	101	101	99	0.7	8	4	100	3	98	nt
CCc1ccc(O)c(N=Cc2cccc(C)c2O)c1	97	98	100	99	0.3	13	0	100	38	100	nt
c1ccc(OCCCc2nc(-c3ccccn3)no2)cc1	100	102	100	101	0.0	31	1	104	18	103	nt
Cc1nnc(SCC(=O)N2c3ccccc3C(C)(c3ccccc3)CC2(C)C)s1 (stereo not drawn)	96	101	99	98	3.7	4	4	100	10	95	-3
Cc1nn(CC#N)c(=O)n1-c1ccccc1F	99	98	103	103	0.3	39	1	107	7	104	nt
CC(C)Oc1ccc2c(=O)c(-c3ccccc3)coc2c1	100	99	98	94	0.1	18&67	17&4	106	7	103	nt
COc1cccc(NC(=O)Cn2c(CCC(=O)O)ccc2-c2cccs2)c1	93	102	97	97	-0.2	11	0	100	9	96	15
COCc1cc(N2CCOCC2)nc(-c2ccccc2)n1	96	101	97	95	-0.2	10	0	96	17	95	-21
Cc1ccc(CCNC(=O)C2CCN(C(=O)N(C)C)CC2)cc1	91	93	94	93	0.0	44	0	94	7	93	nt
CCN1CCN(CCCOc2ccccc2-c2ccccc2)CC1	98	99	98	98	0.8	18	2	97	9	98	-11
CC(=O)N1CCc2cc(C(=O)CN3CCC(C)CC3)ccc21	97	98	97	100	0.1	15	1	102	23	98	nt
COc1ccc(CN=CC2=C(O)CNC2=O)cc1OC	98	100	102	104	0.7	71	2	99	8	104	3
O=C(CSCc1ccc(F)cc1)NCc1ccc(F)cc1	98	104	101	102	0.8	21	3	100	10	95	20
O=C(COc1ccc(Cl)cc1)N1CCN(c2cccc(C(F)(F)F)c2)CC1	96	95	100	95	0.8	11	3	104	20	100	-1
CCOC(=O)/C(C#N)=C\c1c(OCC)n(CC)c2ccccc12	98	100	99	99	1.7	20	18	102	14	98	12
CC1=C(C(=O)OC(C)C)C(c2ccc(F)cc2)NC(=O)N1 (stereo not drawn)	92	96	93	90	0.1	58	0	91	9	94	7
CCOC(=O)C1C(c2ccccc2Cl)NC(=O)N(C)C1(O)C(F)(F)F (stereo not drawn)	101	100	102	101	-0.1	6	0	105	7	104	nt
O=C(CSc1nc2ccccc2s1)Nc1ccc(Cl)c(C(=O)O)c1	88	102	91	90	0.1	15	-1	88	8	89	nt
COc1ccc(S(=O)(=O)Nc2cccc(F)c2C)cc1C(=O)N1CCOCC1	98	98	97	98	0.2	10	1	98	4	98	10
Cc1cccc(C)c1NC(=O)COC(=O)c1ccc(N2CCCC2)c([N+](=O)[O-])c1	100	100	101	101	0.3	11	-1	101	3	102	-4
C/C(Cn1nnc2ccccc21)=N\NC(=O)c1ccc(Br)cc1	99	101	100	98	-0.1	12	0	102	10	100	-19
C=CCOC(=O)C1=C(C)OC(N)=C(C#N)C1c1ccoc1 (stereo not drawn)	94	97	93	93	-0.3	29	-1	94	12	92	17
CC(C)[C@H](NC(=O)C1CCCC1)c1nc2ccccc2[nH]1	99	98	98	97	1.2	15	11	103	9	99	nt
CC(C1CC1)N(Cc1ccccc1)C(=S)Nc1cccc(C(F)(F)F)c1 (stereo not drawn)	97	96	98	97	-0.1	4	5	101	9	95	3
COc1ccc(Oc2ccccc2/C=N/O)cc1	99	98	99	98	0.5	24	2	100	32	100	28
O=C(CNC(=O)c1cccc(F)c1)N/N=C/C=C/c1ccccc1	96	98	98	99	0.4	10	11	99	3	99	19
Cc1ccc(-c2cc(-c3ccc(F)cc3)nc(N)c2C#N)o1	99	95	96	97	1.0	12	16	98	8	100	-31
CCCCOC(=O)NC1(C)CCS(=O)(=O)C1 (stereo not drawn)	98	101	99	97	0.1	16	2	102	12	100	1
Nc1ccc(C(=O)Nc2ccco2)cc1	97	93	95	97	1.1	15	13	100	6	98	nt
COc1ccc(C(=O)CSc2nnc(-c3ccccn3)n2Cc2ccco2)cc1	98	105	102	99	0.4	25	2	99	13	101	nt
COC(=O)COc1ccc(S(=O)(=O)N2CCN(c3ccc(F)cc3)CC2)cc1	97	101	99	100	0.3	26	6	101	15	101	-3
O=C(CSc1ncnc2nc[nH]c12)N1CCN(c2ccc(Cl)cc2)CC1	101	97	100	102	-0.9	11	28	104	3	100	nt
CCCCC(=O)Nc1cccc(NC(=S)NC(=O)C(C)C)c1	97	97	98	96	-0.2	20	4	102	12	103	nt
CCCn1c(CNC(=O)Cc2ccccc2)nc2ccccc21	99	100	100	100	0.3	27	1	102	9	102	6
CCCC(=O)Nc1ccc(C(=O)NNC(=O)COc2ccc(Br)c(C)c2)cc1	99	98	101	99	0.1	46	3	102	15	101	-33
COc1ccc(-c2nnc(Nc3ccc(CC(N)=O)cc3)c3ccccc23)cc1	99	99	100	101	0.2	11	1	102	10	99	14
Cc1ccccc1Cc1c(C)nc2nc(SCC(=O)NCc3ccco3)nn2c1C	89	92	95	92	0.8	19	1	92	28	93	nt
O=c1c2cn[nH]c2nc(SCc2ccccc2F)n1-c1ccc(Br)cc1	96	101	99	101	3.2	25	19	104	6	95	-3
C/C(=C\C(=O)c1ccc(C)o1)Nc1ccc2c(c1)OCO2	97	99	100	101	-0.1	21	-1	95	37	99	nt
CCOC(=O)/C(=C\c1ccc([N+](=O)[O-])cc1)C(=O)c1cc(C(C)=O)c(Nc2ccccc2)s1	94	93	94	94	3.6	24	4	96	10	96	nt
CC(=O)c1nn(-c2cccc(Br)c2)cc1C(=O)c1ccc(Br)cc1	99	101	101	102	-0.2	11	0	102	23	103	21
C=CCN1C(=O)CSc2ccc(C(=O)NCCC3=CCCCC3)cc21	100	101	99	100	2.7	37	67	103	15	99	10
O=C(COC(=O)CCc1ccccc1)NC(c1ccccc1)c1ccccc1	99	100	100	97	0.9	10	-2	101	15	101	7
CC(C)(C)NC(=O)C(c1ccncc1)N(C(=O)Cn1nnc(-c2ccc(F)cc2)n1)c1cccc(F)c1 (stereo not drawn)	94	95	94	92	1.4	12	4	99	12	92	-5
COc1ccc(-n2c(=O)c3ccccc3n(CC(=O)NC3CCCC3)c2=O)c(OC)c1	97	101	99	98	0.0	14	0	102	24	101	8
O=C(CCCCCn1c(=O)[nH]c2ccccc2c1=O)NCCCN1CCN(c2ccccc2F)CC1	97	100	100	99	0.8	15	9	102	18	99	-11
CCOc1ccc(N2C(=O)c3cccnc3C2Nc2ccc(OC)cc2)cc1 (stereo not drawn)	100	99	101	101	0.8	33	50	106	12	104	nt
O=C(CSc1nnc(-c2ccccn2)n1Cc1ccco1)c1ccc(-c2ccccc2)cc1	93	90	94	89	1.2	26	4	92	9	97	6
C/C(=N\NC(=O)C1(C)CC1(Br)Br)c1ccc(NC(=O)c2ccc(C)o2)cc1 (stereo not drawn)	101	100	101	99	2.1	17	6	103	15	99	19
CC1CCCC(C)N1/N=C/c1cc(Br)c(O)c(Br)c1 (stereo not drawn)	96	95	98	97	1.1	11	2	103	15	103	28
COc1ccc(N2CCN(C(=O)c3ccc(C)cc3)CC2)c([N+](=O)[O-])c1	99	104	100	99	2.1	3	33	104	14	106	nt
N/C(=N\OCC(=O)Nc1ccccc1)c1nonc1N	103	102	102	103	0.2	10	1	105	3	101	-25
Cc1ccc(C)c2sc(N)nc12	96	98	97	96	0.9	12	8	103	14	96	nt
CN(C)CCCNCCCNC(=O)c1ccccn1	96	94	97	95	0.3	13	2	97	35	98	6
O=C1c2cccc3cccc(c23)C(=O)N1c1nccs1	104	101	102	104	0.1	24	15	105	26	101	-7
New compounds follow
SMILES	Rac1 act GTP bind	Rab7 wt modul	HRas wt GTP bind	Rab2 wt GTP	ABCB1 inh	GSH bead fluor	ABCG2 inh	Rac1 wt GTP bind	Avidin bead fluor	Cdc42 wt GTP	Pf gametocyte
CCOC(=O)c1ccc(N=c2sc(C(=O)OC)cc(=O)n2-c2ccc(C(=O)OCC)cc2)cc1	98	97	98	95	3.0	14	9	102	6	99	nt
CCOC(=O)N1CCN(C(=O)c2cc(OC)cc(OC)c2)CC1	100	103	103	102	0.3	25	1	104	14	104	nt
O=C(CCN1CCN(CCO)CC1)Nc1ccc(Br)cc1	99	97	95	97	-0.3	24	0	99	11	97	-15
CC(C)CC1(C(=O)NCCN2CCOCC2)C=CCN1C(=O)c1ccccc1 (stereo not drawn)	99	98	103	101	0.5	18	5	107	12	104	nt
c1cn2cc(CN3CCOCC3)nc2s1	99	100	102	100	0.1	9	4	99	19	102	6
Cc1ccc(C(=O)N/C(=C/c2ccco2)C(=O)NCCCn2ccnc2)cc1	102	103	103	102	0.5	9	3	105	7	105	nt

From PubChem BioAssay

An unsorted share of the library; overall some 1.1% were active at least once.
